# Assay outcomes from PubChem.
# Ub-GFP proteasome: Ubiquitin-GFP Assay. Ubiquitin-GFP reporter cells, proteasome inhibition, GFP fluorescence; response scale: untreated = 0%, 10 µM MG-132 = 100%. Potency, µM (top dose mostly 45.9 µM), for the others: at the highest dose activation (GFP accumulation), actives largely listed as activators. 67,000 tested, under 10 active. AID 526, 2006; active = well fitted activation curve with a large enough effect, not every such curve was filed as active; inconclusive = small, poorly fitted or top-dose-only effect, or another doubt; inactive = no such curve, though single readings can be large or run the other way; also: potency is read from the fitted curve at half-maximal effect
#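 U2OS cells expressing ubiquitin(G76V)-GFP, seeded overnight in 0.5% FBS medium, then treated 4 hr at 37 C across 46 uM to 2.9 nM. GFP-positive cells counted by laser cytometry (488 ex/515 em); %activity scaled between basal and 10 uM MG-132.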
# BRCT inh green: qHTS Assay for Inhibitors of BRCT-Phosphoprotein Interaction (Green Fluorophore) | AID 875, 2007 | Breast cancer type 1 susceptibility protein (Homo sapiens), P38398 | BRCA1 BRCT-phosphopeptide binding, green fluorescence polarization | 0.05% of 75,000 active | Potency, µM (titrated, usually from 76.9 µM), for inactives: top-dose activity change, negative = inhibition, usual class: inhibitors;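 also: potency is read from the fitted curve at half-maximal effect; plate controls were peptide without protein for full effect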
#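 Compounds were incubated for 12 min at room temperature with a complex of 100 nM fluorescein-tagged pBACH1 decapeptide and 250 nM His-tagged BRCT protein. Buffer was phosphate pH 7.3 with EDTA, DTT and Tween 20. Disruption of binding lowers the polarization signal.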
# USP2a inh: qHTS Assay for Inhibitors of Ubiquitin-specific Protease USP2a. Ubiquitin carboxyl-terminal hydrolase 2 (Homo sapiens), O75604. USP2a enzymatic assay, qHTS inhibition. Potency, µM (titrated, usually from 38.3 µM), for the others: at the top dose activity change, negative = inhibition, most hits filed as inhibitors. 0.1% of 60,000 active. AID 927, 2007;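 also: potency is read from the fitted curve at half-maximal effect; nearly all actives have a fitted effect of over 60% in size; plate controls were DMSO for no effect and NEM full inhibition control for full effect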
# Target sequence (O75604 whole entry, looked up): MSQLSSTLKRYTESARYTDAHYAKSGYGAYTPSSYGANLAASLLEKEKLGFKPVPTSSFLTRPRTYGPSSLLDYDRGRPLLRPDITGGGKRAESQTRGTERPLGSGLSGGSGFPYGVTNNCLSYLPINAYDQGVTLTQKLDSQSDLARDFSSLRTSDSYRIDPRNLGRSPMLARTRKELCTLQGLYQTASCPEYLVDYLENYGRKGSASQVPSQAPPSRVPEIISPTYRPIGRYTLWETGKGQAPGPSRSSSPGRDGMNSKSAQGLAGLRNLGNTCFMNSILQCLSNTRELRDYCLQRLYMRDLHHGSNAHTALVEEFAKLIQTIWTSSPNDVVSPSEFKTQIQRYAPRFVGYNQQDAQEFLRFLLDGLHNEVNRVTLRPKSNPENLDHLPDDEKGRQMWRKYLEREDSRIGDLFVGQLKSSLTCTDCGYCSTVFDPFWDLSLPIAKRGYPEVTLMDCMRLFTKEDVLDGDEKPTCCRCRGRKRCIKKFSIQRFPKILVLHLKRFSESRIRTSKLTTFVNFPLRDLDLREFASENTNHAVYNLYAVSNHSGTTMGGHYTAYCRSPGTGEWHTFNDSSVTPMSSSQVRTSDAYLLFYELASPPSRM
#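 USP2 core (20 nM final) was preincubated with compound for 30 min at RT in 20 mM Tris-HCl pH 8.0, 2 mM CaCl2, 2 mM beta-mercaptoethanol; Ub-PLA2 (20 nM) plus NBD C6-HPC (20 uM) then added, fluorescence read after 2.5 h.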
# CRE Fsk mod: Cell signaling CRE-BLA (Fsk stim); CHO CRE-bla reporter (cAMP response element driving beta-lactamase), forskolin EC10, beta-lactamase ratio; Potency, µM (highest dose often 38.2 µM), for inactives: at the top dose activity change, negative = inhibition, usual class: activators; 2.5% of 71,000 active; AID 662, 2007; active = well fitted activation curve with a large enough effect in the signal ratio, with a control signal flat, not every such curve was filed as active; inconclusive = small, poorly fitted or top-dose-only effect, or effect the other way, or a change in a side signal; the % refers to the signal ratio; also: potency is read from the fitted curve at half-maximal effect; % of control where 0% means no effect
#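 Forskolin analogue NKH 477 at EC10 stimulated CRE-driven beta-lactamase in CHO cells alongside compound dilution series. Beta-lactamase was measured with CCF4, excitation 405 nm, emission ratio 460/530 nm.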
# Hsp90 Hop PPI: qHTS Assay for Disrupters of an Hsp90 Co-Chaperone Interaction; 0.44% of 71,000 active; Potency, µM (top dose mostly 57 µM), inactives show at the highest dose activity change, negative = inhibition; AlphaScreen TPR2A-His6 binding biotin-Hsp90 C-terminal peptide; active = well fitted curve in either direction with a large enough effect; inconclusive = small, poorly fitted or top-dose-only effect, or another doubt; also: potency is read from the fitted curve at half-maximal effect; % is scaled to controls: 0 for no effect and ±100 for the full control effect; many of its hits are not listed in these tables
# Epigenetic mod: qHTS Assay for Epigenetic Modulators | mouse C127i GFP locus derepression, cytometry, 30 h | Potency, µM (series often up to 46.1 µM), without a hit: top-dose GFP derepression (activation) | 0.09% of 68,000 active | AID 597, 2007; also: % of control where 0% means no effect
#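 Read-out is the number of GFP-positive cells, scored as fluorescent objects 20 to 120 um wide, reflecting derepression of a silenced CMV-GFP reporter in murine C127i cells after 30 h compound exposure at 37 C.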
# Pol III holo inh: qHTS Assay for Inhibitors of DNA Polymerase III Holoenzyme System; Potency, µM (top dose mostly 57.1 µM), inactives show top-dose activity change, negative = inhibition; AID 603, 2007; 0.25% of 71,000 active; reconstituted DNA polymerase III holoenzyme replication, biochemical; also: potency is read from the fitted curve at half-maximal effect; % is scaled to controls: 0 for no effect and ±100 for the full control effect
#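 Reconstituted *E. coli* holoenzyme (0.35 nM Pol III, 1 nM beta, 154 nM SSB, 2 nM primase) was preincubated with compound for 15 min at RT. Synthesis on 1.4 nM ssM13Gori ran 35 min, then was stopped with PicoGreen/EDTA and read as dsDNA fluorescence.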
# ALOX15 inhib: qHTS Assay for Inhibitors of 15-hLO (15-human lipoxygenase) | 1.4% of 74,000 active | Potency, µM (titrated, usually from 57.1 µM), inactives show at the highest dose activity change, negative = inhibition, actives largely listed as inhibitors | AID 887, 2007 | purified 15hLO-1, xylenol orange hydroperoxide absorbance | Polyunsaturated fatty acid lipoxygenase ALOX15 (Homo sapiens), P16050; also: potency is read from the fitted curve at half-maximal effect; % is scaled to controls: 0 for no effect and ±100 for the full control effect; nearly all actives have a fitted effect of over 55% in size
#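 Inhibition is scored from a chromogenic endpoint. After 15 min enzyme-compound contact, arachidonic acid (50 uM final) reacts 6 min with 40 nM 15hLO-1 at room temperature, then Fe-XO reagent is added for 30 min and absorbance ratio recorded.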
# HBB splice mod: qHTS Assay for Modulators of Hemoglobin Beta Chain Splicing; HBB splicing reporter cell assay, activation; EGFP reporter with mutant IVS2-654 intron; response scale: normalised to 500 nM splice-correcting PNA; Potency, µM (titrated, usually from 46.1 µM), for the others: at the top dose activation, most hits filed as activators; 0.06% of 65,000 active; AID 925, 2007; also: potency is read from the fitted curve at half-maximal effect; 0% is about no effect
#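 Compounds were applied for 2 days to HeLa EGFP-654 cells, 500/well in Optimem with 2% FCS. The reporter's EGFP is disrupted by mis-splicing of beta-globin intron IVS2-654. Readout: summed well GFP fluorescence from 488 nm laser scanning; reference was 500 nM antisense […] 654 PNA.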
# HADH2 inh: qHTS Assay for Inhibitors of HADH2 (Hydroxyacyl-Coenzyme A Dehydrogenase, Type II); 3-hydroxyacyl-CoA dehydrogenase type-2 (Homo sapiens), Q99714; recombinant HADH2, NADH fluorescence, beta-hydroxybutyryl-CoA; Potency, µM (highest dose often 57.1 µM), inactives show top-dose activity change, negative = inhibition, actives largely listed as inhibitors; AID 886, 2007; 3.4% of 73,000 active; also: potency is read from the fitted curve at half-maximal effect; % is scaled to controls: 0 for no effect and ±100 for the full control effect; nearly all actives have a fitted effect of over 60% in size; many of its hits are not listed in these tables
# Target sequence (Q99714 whole entry, looked up, one chain of several): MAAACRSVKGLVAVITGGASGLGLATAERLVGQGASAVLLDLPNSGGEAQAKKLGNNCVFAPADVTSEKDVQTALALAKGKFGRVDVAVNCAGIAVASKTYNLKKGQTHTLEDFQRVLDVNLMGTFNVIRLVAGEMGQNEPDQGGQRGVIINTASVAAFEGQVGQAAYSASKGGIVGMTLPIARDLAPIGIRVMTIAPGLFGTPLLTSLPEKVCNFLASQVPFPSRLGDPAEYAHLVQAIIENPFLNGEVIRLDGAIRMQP
#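 E. coli-expressed His-tagged HADH2 tested at 20 nM in alkaline Tris buffer (pH 9.0); oxidation of 90 uM beta-hydroxybutyryl-CoA with 1 mM NAD+ tracked fluorimetrically for 4 min.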
# BRCT PPI red: qHTS Assay for Inhibitors of BRCT-Phosphoprotein Interaction (Red Fluorophore); BRCT-phosphopeptide binding, red fluorescence polarization; 0.03% of 75,000 active; Potency, µM (series often up to 76.9 µM), inactives show at the top dose activity change, negative = inhibition, hits mostly inhibitors; also: % is scaled to controls: 0 for no effect and ±100 for the full control effect
#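 Rhodamine-labelled pBACH1 10-mer (100 nM) bound to BRCT domain (100 nM) at pH 7.3; compounds incubated 12 min room temperature, polarization read. Free peptide defines full inhibition; unlabelled decapeptide titrated as control.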
# * = called active by the depositor; ? = inconclusive; . = no result given; [ ] = remark or other dose. Unless noted, calls follow the shape of the dose curve; as a rule, active = well fitted curve in the direction sought with a large enough effect; inconclusive = small, poorly fitted or top-dose-only effect, or another doubt; inactive = no such curve, though single readings can be large; an effect the other way counts as inactive or inconclusive. Some of the compounds tested; rates above refer to the full screens.
# Under each structure – Ub-GFP proteasome	BRCT PPI red	HBB splice mod	ALOX15 inhib	HADH2 inh	Epigenetic mod	Pol III holo inh	Hsp90 Hop PPI	CRE Fsk mod	BRCT inh green	USP2a inh
(1) CCN1C(=O)CC(C(=O)Nc2ccc(F)cc2)SC1=Nc1ccc2c(c1)OCO2 (configuration not stated)
→ -1%	-1.2%	-3.9%	-8%	-7%	-3%	3%	-8%	-14%	-3.8%	32%[activator]
(2) COCCn1nnnc1CN1CCC(NC(=O)c2ccc(Br)cc2)CC1
→ 0%	0.3%	-0.3%	5%	4%	3%	-2%	-6%	4%	-0.3%	5%
(3) COc1ccc(Oc2ncc3nc(-c4ccccc4)c(=O)n(C4CC4)c3n2)cc1
→ 14%	-3.5%	1.1%	-6%	-21%	0%[9.22 µM]	-12%	7%	?	-1.7%	148%[activator]
(4) CC1CCN(C(=O)CSc2nc3c(cnn3-c3ccc(Cl)cc3)c(=O)[nH]2)CC1
→ -8%	-0.8%	0.8%	-9%	3%	.	-7%	4%	9%	-2.1%	.
(5) Cc1cc(C(=O)CNCc2ccco2)c(C)n1-c1ccc(F)cc1
→ 1%	-0.5%	0.0%[57.5 µM]	?	-7%	2%	2%	-6%	4%	-0.2%	13%
(6) COCCNC(=O)c1ccccc1-c1ccccc1C(=O)O
→ 6%	-0.6%	-1.3%	4%	5%	0%	3%	-6%	-5%	-0.9%	29%
(7) O=C(Nc1nnc(SCC(=O)N2CCCCC2)s1)C1CCCCC1
→ -4%	0.7%	.	-15%	?	-1%	-2%	-6%	6%	-0.6%	0%
(8) COCC(=O)N1CCC2(CC1)CCN(c1ccccn1)CC2
→ 2%	0.3%	1.7%	8%	-3%	2%[9.22 µM]	-7%	-1%	-2%	-1.9%	-5%
(9) CCCNC(=O)c1ccc(SC)cc1OC
→ 0%[9.17 µM]	0.2%	0.4%[0.0738 µM]	0%[11.4 µM]	-4%[11.4 µM]	-1%	0%[11.4 µM]	-6%[11 µM]	9%[7.6 µM]	1.4%	2%[7.66 µM]
(10) CCCCN(C)CCCNC(=O)C1CC(=O)N(Cc2ccc(OC)cc2)C1 (configuration not stated)
→ 8%	-0.7%	-4.8%	0%	-10%	-1%	1%	2%	?	-1.7%	-5%
(11) CCOC(=O)C1CCN(C(=O)c2ccc(Br)o2)CC1
→ 8%	0.0%	4.3%	10%	10%	3%	1%	-2%	-5%	-1.7%	0%
(12) CCOC(=O)c1ccccc1NC1OC(=O)c2ccccc21 (configuration not stated)
→ 1%	0.5%	.	2%	?	-2%	-2%	5%	-2%	0.4%	3%
(13) O=C(Cn1cnc2c(cnn2-c2ccccc2)c1=O)OCc1ccccc1
→ -5%	0.2%	-0.2%	-6%	-9%	1%	4%	2%	3%	-1.1%	-5%
(14) CCOc1ccc(-c2nnc(NC(=O)CCCOc3cccc(C)c3)o2)cc1
→ -1%	0.8%	-5.0%	34%[activator]	3%	1%	-3%	1%	-9%	0.4%	21%
(15) Cn1c(SCC2CCCCC2)nnc1-c1ccncc1
→ 4%	0.3%	.	14%	5%	1%	-4%	0%	0%	-0.1%	21%
(16) CCOC(=O)CCC(NC(=O)c1ccc(NCN2C(=O)c3ccccc3C2=O)cc1)C(=O)OCC (configuration not stated)
→ -2%	-0.9%	-0.4%[9.22 µM]	3%	9%	2%	1%	-2%	-1%	-2.8%	-3%
(17) CC1=C(C(=O)OCC(C)C)C(c2cc3c(cc2Br)OCO3)NC(=O)N1C (configuration not stated)
→ -11%	-2.1%	-1.6%	-14%	6%	5%	3%	-5%	-9%	-1.1%	18%
(18) CCOC(=O)c1[nH]c(C)c(/C(O)=C2\C(=O)C(=O)N(CCCn3ccnc3)C2c2ccncc2)c1C (configuration not stated)
→ -1%	0.9%	-4.7%[57.5 µM]	-9%	-9%	0%	-6%	-5%	5%	-3.4%	-7%
(19) O=c1cc(-c2ccccc2)nc2n1Cc1ccccc1-2
→ -5%	-3.0%	-1.9%[57.5 µM]	3%	12%	-4%	-5%	0%	?	1.4%	16%
(20) CSc1ncnc2c1ncn2[C@@H]1O[C@@H](CO)[C@H](O)O[C@@H]1O
→ 0%[9.17 µM]	0.7%[15.4 µM]	1.9%[9.22 µM]	-7%[11.4 µM]	-9%[11.4 µM]	-2%[9.22 µM]	-10%[11.4 µM]	-4%[11 µM]	-5%[7.6 µM]	-0.5%[15.4 µM]	.
(21) CCCCN(Cc1cc2cc(OC)ccc2[nH]c1=O)C(=O)c1ccccn1
→ -8%	1.8%	0.0%[57.5 µM]	-4%	?	3%	-1%	-5%	16%	-4.3%	8%
(22) Cc1cc(O)cc(O)c1C(=O)Cc1cscn1
→ .	-0.8%	3.3%[0.369 µM]	-20%	-14%	2%	-3%	-2%	-13%	-0.4%	-1%
(23) O=C(NC(=O)c1cccc(F)c1)OC[C@@H]1CCCN2CCCC[C@H]12
→ 13%	-0.7%	0.5%	-5%	-6%	5%	-1%	-4%	1%	-3.6%	.
(24) COc1ccc2nc3oc(C(=O)N4CCN(c5cccc(Cl)c5)CC4)cc3cc2c1
→ 11%	-1.0%	-0.7%	-10%	0%	2%	-5%	1%	?	6.2%	16%
(25) N#Cc1cc(C(=O)c2cc(Br)ccc2O)cn(C2CC2)c1=O
→ 1%	0.9%	0.9%[57.5 µM]	-8%	-4%	-1%	-2%	-6%	3%	-1.1%	26%
(26) N#CC[N+]1(Cc2ccccn2)CCCC1
→ -7%[9.17 µM]	-1.1%[15.4 µM]	-2.8%[9.22 µM]	?	6%[11.4 µM]	-1%[9.22 µM]	4%[11.4 µM]	-2%[11 µM]	3%[7.6 µM]	-0.9%[15.4 µM]	.
(27) COc1ccc(C(=O)Cn2nnc(-c3ccc(N4CCOCC4)cc3)n2)cc1OC
→ -3%	0.7%	0.0%[57.5 µM]	-10%	5%	2%	-2%	-7%	25%	0.4%	.
(28) CC1CCCCN1CCn1cnc2c([nH]c3ccccc32)c1=O (configuration not stated)
→ -14%	-0.7%	0.0%	1%	4%	.	-2%	-4%[2.3 µM]	-7%	-2.0%	.
(29) COCCN1C(=O)c2ccccc2C(C(=O)NCC2CCCO2)C1c1c[nH]c2ccccc12 (configuration not stated)
→ -8%	-1.6%	-3.1%	13%	-1%	-2%	1%	-7%	3%	-3.7%	4%
(30) CCCNC(=O)OC[C@H]1O[C@@H](CCO/N=C2/[C@H]3O[C@@H]3[C@@H](O)[C@H]3[C@H]2CCn2c(=O)n(-c4ccccc4)c(=O)n23)C=C[C@@H]1Oc1ccc(OC)cc1
→ .	0.9%[15.4 µM]	0.4%[9.22 µM]	6%[11.4 µM]	5%[11.4 µM]	.	.	.	.	-0.9%[15.4 µM]	.
(31) CCCS(=O)(=O)NCCc1csc(-c2cccnc2)n1
→ 4%	-1.7%	0.0%	-8%	2%	.	-10%	-6%	-5%	1.4%	.
(32) Cc1noc(C)c1COC(=O)c1ccc2c(c1)S(=O)(=O)c1ccccc1C2=O
→ 0%	1.5%	1.6%	-5%	1%	6%	-3%	-3%	2µM*	-1.2%	52%[activator]
(33) CC1CCCN(c2ccc(C(=O)NCc3cccs3)cn2)C1 (configuration not stated)
→ 0%	-0.7%	.	-3%	-18%	-1%	-5%	1%	3%	-3.6%	3%
(34) COc1cc(C)c(S(=O)(=O)Nc2ccc(CC(=O)O)cc2)cc1C
→ 6%	1.2%	3.8%	9%	6%	4%	-1%	-4%	?	3.3%	-5%
